Bioassay records from PubChem BioAssay.
EPAC2 antag: qHTS for Antagonist of cAMP-regulated guanine nucleotide exchange factor 2 (EPAC2): primary screen | EPAC2 GEF exchange of Rap1B-BODIPY-GDP, fluorescence | Rap guanine nucleotide exchange factor 4 (Homo sapiens), Q8WZA2 | Potency, µM (titrated, usually from 114 µM), for the others: at the highest dose activity, negative = inhibition, actives largely listed as inhibitors | 0.18% of 360,000 active | AID 720708, 2013; further: potency means the concentration at half of the fitted maximal effect; on the % scale 0 is the no-effect control and ±100 the full control effect; nearly all actives have a fitted effect of over 45% in size; many of its hits are not listed in these tables
Target sequence (Q8WZA2 whole entry, looked up): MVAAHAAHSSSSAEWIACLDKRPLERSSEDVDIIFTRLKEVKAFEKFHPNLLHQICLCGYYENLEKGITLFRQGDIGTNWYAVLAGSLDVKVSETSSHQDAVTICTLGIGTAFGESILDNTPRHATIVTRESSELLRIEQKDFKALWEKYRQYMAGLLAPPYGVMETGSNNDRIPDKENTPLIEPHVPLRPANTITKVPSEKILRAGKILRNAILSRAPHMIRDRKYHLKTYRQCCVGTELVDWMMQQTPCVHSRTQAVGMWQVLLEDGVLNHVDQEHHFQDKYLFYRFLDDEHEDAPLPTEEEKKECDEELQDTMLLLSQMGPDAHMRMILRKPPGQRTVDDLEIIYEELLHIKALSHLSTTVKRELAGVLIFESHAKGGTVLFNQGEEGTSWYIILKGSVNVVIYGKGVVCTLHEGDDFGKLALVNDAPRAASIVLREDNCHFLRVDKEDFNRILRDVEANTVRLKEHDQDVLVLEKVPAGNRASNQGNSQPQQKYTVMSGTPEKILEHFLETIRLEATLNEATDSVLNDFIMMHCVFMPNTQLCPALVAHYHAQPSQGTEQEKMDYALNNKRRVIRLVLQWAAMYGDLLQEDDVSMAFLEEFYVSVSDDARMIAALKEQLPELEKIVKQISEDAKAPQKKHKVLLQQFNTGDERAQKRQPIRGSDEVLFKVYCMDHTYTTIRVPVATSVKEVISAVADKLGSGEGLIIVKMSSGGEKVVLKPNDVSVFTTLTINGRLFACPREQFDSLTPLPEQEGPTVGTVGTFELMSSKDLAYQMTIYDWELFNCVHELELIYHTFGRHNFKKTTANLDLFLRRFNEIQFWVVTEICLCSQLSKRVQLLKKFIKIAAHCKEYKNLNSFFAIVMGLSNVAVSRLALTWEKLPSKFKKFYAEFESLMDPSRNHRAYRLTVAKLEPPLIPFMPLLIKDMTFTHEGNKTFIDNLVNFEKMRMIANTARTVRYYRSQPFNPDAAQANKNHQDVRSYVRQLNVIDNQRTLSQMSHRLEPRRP
Nrf2 ARE act: qHTS of Nrf2 Activators. Potency, µM (titrated, usually from 46.1 µM), for the others: top-dose activation, most hits filed as activators. AID 624171, 2012. 0.31% of 410,000 active. AREc32 ARE-luciferase reporter (MCF7-derived line), luminescence, 24 h; further: potency means the concentration at half of the fitted maximal effect; % of control where 0% means no effect; nearly all actives have a fitted effect of over 65% in size
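Luciferase luminescence (Steady-Glo, 30 min at room temperature) served as the read-out of ARE activation in AREc32 cells treated with compounds for 24 hr at 37 deg C.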
pAkt inh: HTS Assay for Inhibitors of Akt Phophorylation: Primary Screen. activity change, % for hits at 50 µM. 0.32% of 360,000 active. AID 651550, 2012. Neuro2A IGF-stimulated pAkt S473 HTRF, 20 min; hits give low values; in the data active means activity change below about -80%; inconclusive means mostly about -51% to -80%; further: on the % scale 0 is the no-effect control and ±100 the full control effect
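Single-point screen (50 µM final compound) in Neuro2A cells stimulated 20 min with 6 nM IGF at 37 deg C. After lysis, Ser473-phosphorylated Akt read by HTRF (ex 330 nm, em 615/665 nm) as the 665/615 ratio.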
EPAC2 ag: qHTS for Agonist of cAMP-regulated guanine nucleotide exchange factor 4 (EPAC2): primary screen. EPAC2 activation, biochemical qHTS; response scale: 100% = 6.5 mM cAMP response. 0.079% of 360,000 active. Potency, µM (highest dose often 154 µM), for inactives: at the top dose activation, usual class: activators. AID 720711, 2013. Rap guanine nucleotide exchange factor 4 (Homo sapiens), Q8WZA2; further: potency means the concentration at half of the fitted maximal effect; nearly all actives have a fitted effect of over 50% in size
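Exchange assay: 100 nM EPAC2 with 250 nM Rap1B-BODIPY-GDP and 50 uM GDP. Fluorescence (ex 480/em 540 nm) read every 5 min for 30 min at room temperature. Data normalized to 6.5 mM cAMP as agonist control.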
Mm-Cpn inhibitor: Inhibitors of TCP-1 ring complex (TRiC) of Methanococcus maripaludis (MmCpn): qHTS. AID 504842, 2011. Potency, µM (doses to about 76.9 µM), for inactives: top-dose activity, negative = inhibition, actives largely listed as inhibitors. purified Mm-Cpn ATPase, ADP Transcreener TR-FRET. 0.031% of 330,000 active. Chaperonin Mm-Cpn (Methanococcus maripaludis); further: potency means the concentration at half of the fitted maximal effect; on the % scale 0 is the no-effect control and ±100 the full control effect; nearly all actives have a fitted effect of over 80% in size
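ATPase turnover read by TR-FRET ADP competition (Eu cryptate antibody/ADP-d2, 665/590 nm): 10uM ATP final, 25nM Mm-CPN final, 30 min 37degC after 10-min compound preincubation, pH 7.4 Tris/KCl/MgCl2/DTT buffer.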
CCT modulator: High-Throughput Screening for Modulators of Cytosolic Chaperonin Activity; purified chaperonin ATPase assay, HTRF ADP detection, 30 min; activity change, % (no concentration beside the values), hits read low; 0.3% of 360,000 active; in the data active means activity change below about -30%; further: on the % scale 0 is the no-effect control and ±100 the full control effect
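We incubate TRiC, 40 or 20 nM final, with library compounds at 76 uM and 10 uM ATP for 30 min at 37 °C. ADP formed is detected with Transcreener HTRF reagents after 30 min at room temperature.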
A549 viability: Nrf2 qHTS screen for inhibitors: counterscreen for cytotoxicity; 0.16% of 390,000 active; A549 ARE-Fluc cells, CellTiter-Fluor viability, 18-24 h; Potency, µM (top dose mostly 46 µM), inactives show at the highest dose activity change, negative = cytotoxicity, usual class: inhibitors; further: potency means the concentration at half of the fitted maximal effect; on the % scale 0 is the no-effect control and ±100 the full control effect
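Cytotoxicity counterscreen: CellTiter-Fluor fluorescence was measured in A549 ARE_Fluc cells after 18-24 h of compound exposure in a concentration series. The subsequent BugLite luminescent read reports ARE-luciferase activity.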
Nrf2 inh: Nrf2 qHTS screen for inhibitors; A549 ARE-Fluc reporter, luciferase luminescence, 18-24 h; Potency, µM (highest dose often 46 µM), inactives show at the top dose activity change, negative = inhibition, most hits filed as inhibitors; 2.1% of 360,000 active; AID 504444, 2011; further: potency means the concentration at half of the fitted maximal effect; on the % scale 0 is the no-effect control and ±100 the full control effect; nearly all actives have a fitted effect of over 60% in size
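Nrf2 activity is the BugLite luminescence, read 15 min after reagent at room temperature, following CellTiter-Fluor cytotoxicity readout (30 min, 37C). Compound titrations were applied for 18-24 h to 5000 A549 ARE_Fluc cells/well in 5% FBS OPTI-MEM.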
TGFb SMAD3 inh: qHTS for Inhibitors of TGF-b. HepG2 CAGA-GFP TGF-b/SMAD3 reporter, GFP fluorescence, 18 h; TGF-beta stimulated, 500 pg/mL final. Potency, µM (highest dose often 46.1 µM), for the others: top-dose activity, negative = inhibition, usual class: inhibitors. 1.2% of 410,000 active. AID 588855, 2011; further: potency means the concentration at half of the fitted maximal effect; on the % scale 0 is the no-effect control and ±100 the full control effect; nearly all actives have a fitted effect of over 65% in size
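TGF-beta reporter screen: HEPG2 CAGA-GFP, 1% FBS, 500 pg/mL TGF-beta final, 18 h; per-cell GFP summed per well; curves fitted and categorized by class.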
Numbers without * were called inactive; i = inactive; ? = inconclusive; . = no result given; & = joins results of further samples; [ ] = another dose, or the depositor's remark. Unless noted, the call rests on the fitted dose curve; in most records, active means well fitted curve in the direction sought with a large enough effect; inconclusive means small, poorly fitted or top-dose-only effect, or another doubt; inactive means no such curve, though single readings can be large; an effect the other way counts as inactive or inconclusive. The list is partial, so the mix of outcomes need not match the whole.

SMILES | EPAC2 antag | Nrf2 ARE act | pAkt inh | EPAC2 ag | Mm-Cpn inhibitor | CCT modulator | A549 viability | Nrf2 inh | TGFb SMAD3 inh
CCCC[C@@H](CNC)NC[C@H](Cc1ccc(O)cc1)NCCc1ccc(OCC)cc1 | 5% | -4.8% | i | 6% | 2% | -1.1 | -12% | 17% | ?
CNC(=O)c1[nH]cnc1C(=O)Nc1ccc(OC)cc1 | -7% | 6.7% | i | 0% | 0% | -5.2 | -3% | 10% | -9%
COc1cccc(C2CC(c3ccc(C(C)C)cc3)n3nc(N)nc3N2)c1 (stereo not drawn) | -7% | 0.6% | i | -3% | -3% | 0.4 | 6% | 1% | -8%
CCOC(=O)N1CCN(C(=S)NC(=O)C23CC4CC(CC(C4)C2)C3)CC1 | 0% | -0.7% | i | 5% | 3% | 0.1 | 7% | -2% | 8%
Cc1occc1-c1nnc(SCC(=O)N2CCOCC2)o1 | 9% | -0.9% | i | 0% | -2% | 0.7 | 0% | 4% | ?
CC1CCCN(C(=O)c2nn(C)c3c2CS(=O)(=O)c2ccccc2-3)C1 (stereo not drawn) | 2% | 3.3% | i | -2% | -2% | 0.4 | 7% | 4% | -1%
CCOc1ccc(CCNC(=O)c2nn(C)c3c2CS(=O)(=O)c2ccccc2-3)cc1OCC | -9% | 0.0% | i | -5% | 0% | -1.4 | -2% | ? | 0%
Clc1ccc(-c2cn3ccccc3n2)cc1 | 4% | ? | i | 9% | -6% | -2.4 | 1% | ? | ?
COc1ccc(NC(=O)CN(C)CC(=O)Nc2sc3c(c2C#N)CCC3)cc1 | -20% | -0.6% | i | 6% | -13% | -0.5 | -7% | 5% | 0%
COc1ccc(/C=N/NC(=O)C(Cc2c[nH]c3ccccc23)NC(=O)OCC(C)C)cc1[N+](=O)[O-] (stereo not drawn) | 2% | 5.0% | i | 5% | 1% | 1.1 | -3% | 8% | ?
CCOc1ccc(OCC(=O)Nc2ccccc2C(F)(F)F)cc1 | -2% | 2.3% | i | -5% | -1% | -0.8 | 13% | ? | -1%
COc1cccc(CNC(=O)c2cccc(NC(=O)C3=C(C)OCCS3)c2)c1 | -13% | 0.3% | i | 3% | -1% | -0.2 | -3% | -11% | -8%
Cc1cc(-c2ccc(C)c(S(=O)(=O)NCc3cccs3)c2)on1 | . | 4.5% | . | . | . | . | 1% | ? | 0%
O=C(CNC(=O)c1ccco1)Nc1ccc(N2CCCCCC2)cc1 | 0% | -0.7% | i | 10% | -4% | -2.8 | 3% | ? | 0%
Cc1cccc(CCNC(=O)CNS(=O)(=O)c2ccc3nc(C)sc3c2)c1 | -4% | -0.7% | i | -2% | -1% | -5.7 | 3% | -17% | -6%
COc1ccc(N(CC(=O)NCCSCc2ccco2)S(=O)(=O)c2ccccc2)cc1Cl | -2% | 4.1% | i | 5% | 1% | -0.1 | ? | ? | 3%
Fc1cccc(F)c1/C=N/Nc1ccccn1 | 4% | ? | i | 10% | 1% | -2.9 | 8% | ? | ?
CC(NC(=O)CCc1nnc(C2(c3ccc(Cl)cc3)CCC2)o1)C1CC1 (stereo not drawn) | -10% | 2.7% | i | -5% | 1% | -10 | 6% | ? | -2%
CC(C(=O)N1CCN(Cc2ccc3c(c2)OCO3)CC1)c1ccc([N+](=O)[O-])cc1 (stereo not drawn) | -4% | -0.7% | i | 3% | 0% | -1.1 | 4% | -5% | ?
C#CC1CN(Cc2ccccc2)CC(C#C)N1C (stereo not drawn) | 1% | -0.2% | i | 6% | 1% | -2.9 | 2% | ? | 19%

Ordered by molar mass (descending): 3 of the compounds above
SMILES | EPAC2 antag | Nrf2 ARE act | pAkt inh | EPAC2 ag | Mm-Cpn inhibitor | CCT modulator | A549 viability | Nrf2 inh | TGFb SMAD3 inh
COc1ccc(N(CC(=O)NCCSCc2ccco2)S(=O)(=O)c2ccccc2)cc1Cl | -2% | 4.1% | i | 5% | 1% | -0.1 | ? | ? | 3%
Cc1cccc(CCNC(=O)CNS(=O)(=O)c2ccc3nc(C)sc3c2)c1 | -4% | -0.7% | i | -2% | -1% | -5.7 | 3% | -17% | -6%
Fc1cccc(F)c1/C=N/Nc1ccccn1 | 4% | ? | i | 10% | 1% | -2.9 | 8% | ? | ?

Other entries follow:
SMILES | EPAC2 antag | Nrf2 ARE act | pAkt inh | EPAC2 ag | Mm-Cpn inhibitor | CCT modulator | A549 viability | Nrf2 inh | TGFb SMAD3 inh
NC(=S)Nc1cccc(F)c1 | 6% | 0.0% | i | 10% | 2% | -1.7 | 0% | 2% | 8%
O=C(Cc1ccc(Cl)cc1)NNC(=O)c1ccco1 | 5% | -0.6% | i | 16% | -1% | -5.8 | 4% | 4% | 3%
CCOC(=O)NC(=O)/C(C#N)=N\Nc1ccc(Cl)cc1 | -1% | -0.6% | i | 11% | 1% | -3.8 | -12% | . | -2%
CSc1nc2ncc(C#N)cn2n1 | 1% | -0.8% | i | 12% | -3% | -1.0 | 0% | -1% | 5%
COc1ccc(/C=C\c2onc(C)c2S(=O)(=O)N2CCC(C(=O)Nc3cccc(OC)c3)CC2)cc1 | . | 4.1% | . | . | . | . | -7% | ? | ?
O=c1cc(-c2ccccc2)oc2cc(OCc3ccccc3)cc(O)c12 | 5% | 20% | i | 0% | -1% | -0.7 | 4% | -2% | 4%
COc1ccc(CNC(=O)CCCn2nc(C)c3c(C)n(-c4ccccc4)nc3c2=O)cc1 | 4% | 0.0%&0.2% | i | 8% | 3% | 0.6 | 2%&9% | -13%&17% | -14%&0%
CC(O)(P(=O)(O)O)P(=O)(O)O | -3% | -0.7% | i | 5% | . | -0.7 | 4% | -12% | 19%
COc1cc(NC(=O)CN2CCC(C(N)=O)(N3CCCCC3)CC2)c(OC)cc1Cl | 0% | 1.9% | i | -5% | -1% | 0.4 | 5% | -18% | 2%
CCNC(=O)C1(C)CCCN(C(=O)c2cc(OC)ccc2Br)C1 (stereo not drawn) | 24% | -1.1% | i | -1% | . | -1.8 | . | . | 6%
CSc1nsc(NC(=O)OCc2ccc(Cl)cc2)n1 | -9% | 1.1% | i | -1% | 1% | -3.4 | -6% | ? | ?
Cc1noc(C)c1CSc1ccccc1C(=O)O | 11% | -0.9% | i | -3% | -2% | 1.1 | 0% | 0% | -3%
COc1cc(C(C(=O)NC2CCCC2)N(C(=O)c2snc(C(N)=O)c2N)C2CCCC2)cc(OC)c1OC (stereo not drawn) | -6% | 0.3% | i | -1% | -4% | 0.7 | -4% | -3% | -1%
O=C(Nc1ccc(NS(=O)(=O)c2ccccc2)cc1)c1ccc(Cl)cc1 | -11% | 0.0% | i | 10% | 1% | -2.7 | -2% | 3% | 6%
COc1cc(N(C(C)=O)c2ccc(O)cc2)c2ncccc2c1 | -11% | 0.0% | i | -1% | . | 0.5 | . | . | 1%
CN(C)c1cccc(C(=O)OCC(=O)Nc2ccccc2Sc2ccccc2)c1 | ? | -0.4% | i | 14% | -3% | -0.9 | 5% | 11% | 0%
O=C(COC(=O)c1ccc(O)cc1)Nc1cccc(S(=O)(=O)NC2=NCCC2)c1 | 12% | -1.3% | i | 12% | -2% | 0.0 | 2% | -9% | 6%
COc1ccc(OC(C)C(=O)NC(C)c2ccccc2)cc1 (stereo not drawn) | 1% | 0.5% | i | 0% | 1% | 1.4 | -2% | 4% | 6%
COCCCNC(=S)Nc1ccccc1[N+](=O)[O-] | 2% | 3.5% | i | 11% | 0% | 0.1 | -3% | -2% | -6%
CC(C)c1ccc(NC2CCCN(C(=O)c3ccnn3C)C2)cc1 (stereo not drawn) | 3% | 1.9% | i | -1% | -3% | -2.6 | -8% | -9% | 9%
CCC(CC)c1nnc(NC(=O)COc2ccc3c(c2)OCO3)s1 | -15% | 3.0% | i | 5% | 2% | -1.3 | 5% | ? | 5%
CC(O)CN=c1cc(-c2ccccc2)oc2ccc(Cl)cc12 (stereo not drawn) | 3% | ? | . | -1%[15.6 µM] | 2% | -9.4 | -9% | -12% | ?
Cc1ccc(S(=O)(=O)NCCC(=O)NNC(=O)COc2ccc(Br)cc2)cc1C | -3% | -0.2% | i | -2% | 4% | 0.9 | 1% | -8% | ?
COc1ccccc1COC(=O)C(NC(=O)c1ccc(C)cc1)C(C)C (stereo not drawn) | -10% | 0.0% | i | 7% | -1% | -0.1 | -8% | 0% | 6%
COCCCNC(=S)N1CCCN(c2nc3c(C)c(C)ccc3cc2C#N)CC1 | 1% | -0.7%[9.22 µM] | i | 5% | 0% | -0.8 | 4% | -3% | -4%
O=C(CCN=C1NS(=O)(=O)c2ccccc21)NCc1ccccc1F | 2% | 0.5% | i | 7% | 0% | -0.3 | -2% | 17% | -10%
COc1cccc(NC(=O)N2CCc3ccccc3C2)c1 | -5% | 5.9% | i | -1% | -1% | 0.2 | 0% | 24% | 6%
CN(CC1CCCO1)S(=O)(=O)c1ccc(C(=O)NCc2ccccc2)cc1 (stereo not drawn) | 1% | 0.0% | i | 0% | -3% | 1.0 | 0% | 0% | -2%
O=c1cc(CSc2ccc([N+](=O)[O-])cc2)nc2sccn12 | 13% | 2.8% | i | 14% | 1% | -3.0 | 1% | ? | 8%
Cc1ccc(NC(=O)C(C)N2CCOCC2)c(C(=O)c2ccccc2)c1 (stereo not drawn) | 2% | 0.6% | i | -2% | 2% | -2.5 | -1% | 5% | 0%
